# Compound activity deposited in PubChem by National Center for Advancing Translational Sciences (NCATS).
# FBPA coupling cs – counter-screen for Giardia aldolase inhibitors: coupling enzyme system; coupling enzyme system counterscreen, AmpLite Red fluorescence; activity change, negative = inhibition, % at 58.2 µM, hits read low; 290,000 compounds, 0.67% hits; in the data active = activity change below about -30%; note: % is set by controls: 0 for no effect and ±100 for the full control effect
#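 Activity here indicates interference with the coupling reaction, not aldolase inhibition. Compounds at 57.5 uM final met coupling enzymes for 10 min at RT; substrate and AmpLite Red detection followed, with a 525/598 nm fluorescence read after 20 min.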
# AT treatment – potential ataxia-telangiectasia treatments restoring KAP-1 phosphorylation | Potency, µM (highest dose often 57.5 µM), for the others: at the top dose activation, actives largely listed as activators | AID 485349 | 320,000 compounds, 0.19% hits | […] A-T fibroblasts, KAP-1 phosphorylation AlphaLISA; neocarzinostatin DNA damage 30 min before lysis; note: potency is the fitted concentration of half-maximal effect; % of control where 0% means no effect; nearly all actives have a fitted effect of over 45% in size
#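 hTERT-immortalized A-T patient fibroblasts ([…]), 500 cells/well in OPTI-MEM, 1% FBS, got compounds for 60 min, then NCS for 30 min at 37C. Lysates were then assayed for phospho-KAP-1 by AlphaLISA (anti-pKAP1 donor, anti-KAP1 acceptor beads), 6 hr at 25C.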
# hERG WT inh – inhibitors of human wildtype KCNH2 potassium channel | activity change, % at 1.84 µM | U2OS, BacMam KCNH2, thallium flux FluxOr; active compounds read low | Q12809 | 340,000 compounds, 0.37% hits | AID 720551;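 active = maximum activity change below -70%; inconclusive = maximum activity change between -70% and -50%; inactive = maximum activity change above -50%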; note: % is set by controls: 0 for no effect and ±100 for the full control effect
#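 U2OS cells transduced with wild-type KCNH2 virus are loaded with FluxOr dye for 45 min, and thallium flux is measured in kinetic reads before and after stimulation buffer. Rate constants are normalized to DMSO controls.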
# GALK inhibitor – blocks human galactokinase activity. P51570. Potency, µM (top dose mostly 57.5 µM), for the others: top-dose activity change, negative = inhibition, usual class: inhibitors. Purified GALK, Kinase-Glo residual ATP luminescence. 270,000 compounds, 0.007% hits. AID 1868; note: potency is the fitted concentration of half-maximal effect; % is set by controls: 0 for no effect and ±100 for the full control effect
#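 Kinase-Glo Plus luminescence measured ATP left after a 1 h room-temperature reaction. The reaction used 5 nM GALK, 100 uM galactose and 35 uM ATP at pH 8.0 (20 mM HEPES, 5 mM MgCl2, 60 mM NaCl, 1 mM DTT, 0.01% BSA).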
# TRPV1 agonist – agonists of human vanilloid receptor 1 (TRPV1); TRPV1-expressing cells, Fluo-8 calcium influx, agonist mode; 320,000 compounds, 0.19% hits; AID 540275; activation, % at 8.33 µM; Q8NER1; in the data active = activation above about 80%; inconclusive = between about 30% and that limit; note: 0% is about no effect
# Target sequence (Q8NER1 whole entry, looked up): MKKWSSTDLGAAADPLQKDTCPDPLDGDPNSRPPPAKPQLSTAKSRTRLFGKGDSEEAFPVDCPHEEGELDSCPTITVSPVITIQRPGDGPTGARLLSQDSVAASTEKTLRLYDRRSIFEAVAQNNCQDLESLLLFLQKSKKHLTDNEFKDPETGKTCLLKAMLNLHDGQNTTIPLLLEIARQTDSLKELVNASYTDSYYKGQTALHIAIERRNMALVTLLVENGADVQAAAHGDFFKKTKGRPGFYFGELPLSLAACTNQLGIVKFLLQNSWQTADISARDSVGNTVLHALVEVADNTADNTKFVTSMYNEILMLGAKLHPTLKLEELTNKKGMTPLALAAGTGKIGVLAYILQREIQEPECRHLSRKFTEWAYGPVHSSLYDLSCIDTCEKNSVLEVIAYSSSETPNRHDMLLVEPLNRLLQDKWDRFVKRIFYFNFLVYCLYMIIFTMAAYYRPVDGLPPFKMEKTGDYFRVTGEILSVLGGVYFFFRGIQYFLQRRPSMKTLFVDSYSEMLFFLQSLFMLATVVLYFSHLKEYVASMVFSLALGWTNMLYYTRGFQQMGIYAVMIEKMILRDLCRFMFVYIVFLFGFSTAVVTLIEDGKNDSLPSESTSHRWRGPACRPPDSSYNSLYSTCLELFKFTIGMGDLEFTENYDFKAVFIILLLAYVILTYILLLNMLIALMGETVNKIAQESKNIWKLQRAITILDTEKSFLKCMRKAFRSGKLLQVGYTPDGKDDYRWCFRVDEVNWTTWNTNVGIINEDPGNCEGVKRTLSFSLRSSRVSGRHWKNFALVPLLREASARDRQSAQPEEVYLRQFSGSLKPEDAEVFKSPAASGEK
#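 Fluo-8 calcium influx in TRPV1-expressing cells, kinetic read (ex 480/em 520 nm). Compound added and read 3 min for agonist activity, followed by capsaicin at EC20 final and 2 min further read for enhancement.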
# ASM inhibitor – inhibitors of human secretory acid sphingomyelinase. AID 504937. Potency, µM (doses to about 57.5 µM), without a hit: top-dose activity change, negative = inhibition, usual class: inhibitors. placental ASM, HMU-PC fluorogenic substrate, 60 min. 340,000 compounds, 0.006% hits. P17405; note: potency is the fitted concentration of half-maximal effect
#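 Steps: dispense placental human ASM, pin compound, wait 10 min at room temperature, add HMU-PC0 substrate at 9 uM final, incubate 60 min at 37 °C, add stop solution raising pH to 10, read fluorescence.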
# MLL CXXC-DNA inh – MLL CXXC-DNA interaction inhibition | Q03164 | MLL-CXXC / FITC-HOXA9 DNA fluorescence polarization | Potency, µM (top dose mostly 115 µM), inactives show top-dose activity change, negative = inhibition, actives largely listed as inhibitors | 290,000 compounds, 0.037% hits | AID 2662; active = well fitted inhibition curve with a large enough effect in the polarisation, with a control signal flat, not every such curve was filed as active; inconclusive = small, poorly fitted or top-dose-only effect, or effect the other way, or a change in a side signal; inactive = no such curve, though single readings can be large or run the other way; the % refers to the polarisation; note: potency is the fitted concentration of half-maximal effect
#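 Fluorescence polarization: 7 uM MLL-CXXC (stock) preincubated 5 min with compounds, then 50 nM fluorescein-HOX-A9 DNA (stock) added; 30 min ambient. Buffer 50 mM Tris-HCl pH 7.5, 50 mM NaCl, 1 mM DTT, 0.05% BSA.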
# MBNL1 CUG block – inhibitors of human MBNL1 binding to CUG repeat RNA; Q9NR56; Potency, µM (titrated, usually from 57.5 µM), for the others: top-dose activity change, negative = inhibition, actives largely listed as inhibitors; TR-FRET MBNL1-His/biotin-(CUG)12 binding, 665/545 ratio; 280,000 compounds, 0.036% hits; active = well fitted inhibition curve with a large enough effect in the signal ratio, with a control signal flat, not every such curve was filed as active; inconclusive = small, poorly fitted or top-dose-only effect, or effect the other way, or a change in a side signal; inactive = no such curve, though single readings can be large or run the other way; the % refers to the signal ratio; note: potency is the fitted concentration of half-maximal effect; % is set by controls: 0 for no effect and ±100 for the full control effect
#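 His-tagged MBNL1 binding to biotinylated (CUG)12 RNA was measured by TR-FRET using terbium anti-His antibody (0.055 ng/ul final) and streptavidin-XL665 (5 nM final). Compounds were titrated 92 nM to 58 uM; 60 min at room temperature.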
# KCNH2 3.1 inh – blocks the human KCNH2 3.1 channel isoform; 340,000 compounds, 0.95% hits; U2OS KCNH2 3.1, thallium flux FluxOr; active compounds read low; AID 720553; activity change, % (tested at about 1.8 µM);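 active = maximum activity change below -70%; inconclusive = maximum activity change from -70% to -50%; inactive = maximum activity change above -50%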;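 note: thallium influx rate constant from kinetic fluorescence after stimulation buffer; % is set by controls: 0 for no effect and ±100 for the full control effect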
#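 U2OS cells transduced with KCNH2 3.1 mutant virus (1.77 x 10^8 /mL, 4 h), plated overnight at 37 C, loaded 45 min with FluxOr dye plus Red40 quencher. Thallium flux rate constant from kinetic reads after stimulation buffer, normalised to controls.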
# a7 integrin act – activators of alpha7 integrin expression for muscular dystrophy | alpha7betagal myoblasts, beta-gal FDG fluorescence, 48 h | Potency, µM (series often up to 38.3 µM), for the others: at the top dose activation, actives largely listed as activators | 350,000 compounds, 0.064% hits;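 note: potency is the fitted concentration of half-maximal effect; 100% = response of the positive control SU9516; nearly all actives have a fitted effect of over 60% in size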
#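 alpha7betagal+/- myoblasts (passage 13, 250/well) treated 48 h at 37C with compounds at 1:260 dilution of DMSO stock. Lysed, then beta-galactosidase activity read as FDG fluorescence (ex 480/em 540) after 30 min, with pre-read for autofluorescence.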
# * = called active by the depositor; ? = inconclusive; . = not tested or not shown; [ ] = another dose, or the depositor's remark. Unless noted, calls come from the whole dose curve; as a rule, active = well fitted curve in the direction sought with a large enough effect; inconclusive = small, poorly fitted or top-dose-only effect, or another doubt; inactive = no such curve, though single readings can be large; an effect the other way counts as inactive or inconclusive.
1	CCOc1ccccc1CN1C(=O)c2ccccc2C1C(=O)NC(C)CC (stereo not given)
2	C=CCOc1c(Br)cc(/C=N/Nc2ccc(C(=O)O)cc2)cc1OCC
3	COc1ccccc1-c1ccc(=O)n(CC(=O)NC2CCc3ccccc32)n1 (stereo not given)
4	CC(CCc1ccccc1)NC(=O)C1CCCN(C(=O)c2cc3sccc3n2C)C1 (stereo not given)
5	CC(C)N(CCCNC(=O)c1nn(C)c2c1CS(=O)(=O)c1ccccc1-2)Cc1ccccc1
6	CP(=O)(COC(=O)c1ccccc1)COC(=O)c1ccccc1
7	Cc1cc(C)c(OCC(=O)OC(C)C(=O)N2CCc3ccccc32)c(C)c1 (stereo not given)
8	CC(=O)c1ccc(Nc2cnn(C34CC5CC(CC(CC(=O)O)(C5)C3)C4)c(=O)c2Cl)cc1

Screen / compound no.,1,2,3,4,5,6,7,8
FBPA coupling cs,-1,7,0,3,.,2,.,3
AT treatment,-4%,-9%,1%,.,1%,4%,12%,2%
hERG WT inh,0,12,9,9,6,-1,4,-3
GALK inhibitor,-2%,0%,-2%,2%,5%,0%,.,-1%
TRPV1 agonist,2,12,11,5,0,2,5,2
ASM inhibitor,0%,33%,2%,-1%,2%,2%,-6%,-4%
MLL CXXC-DNA inh,9%,9%,8%,-3%,15%,2%,.,2%
MBNL1 CUG block,-3%,8%,4%,7%,-3%,-3%,.,?
KCNH2 3.1 inh,1,-39,-6,-11,-3,2,-4,-7
a7 integrin act,14%,22%,-7%,-8%,-12%,8%,3%,10%

9	CCOc1ccc2oc(C(=O)NCc3ccccc3CN3CCCC3)c(C)c2c1
10	COc1ccc(CNc2cccc3[nH]c(C(F)(F)F)nc23)cc1OC
11	NC(=O)Nc1ccc(C(=O)OCC(=O)NCc2ccc3c(c2)OCO3)cc1
12	Fc1ccc(-c2csc3ncnc(Nc4ccc(N5CCOCC5)cc4)c23)cc1
13	Cc1nnc(NC(=O)CCC(=O)N2CCN(S(=O)(=O)c3cc([N+](=O)[O-])ccc3C)CC2)s1
14	CCOc1ccccc1OCCCC(=O)Nc1sccc1C(N)=O
15	Cc1ccc(C(=O)NCCCn2ccnc2)cn1
16	Nc1nc(N)c(Br)c(Nc2ccc(Cl)c(Cl)c2)n1

Screen / compound no.,9,10,11,12,13,14,15,16
FBPA coupling cs,.,-15,.,2,.,2,6,.
AT treatment,4%,.,1%,7%,12%,5%,.,.
hERG WT inh,-44,-6,16,7,-3,-3,-13,-5
GALK inhibitor,.,1%,.,-3%,.,-2%,4%,.
TRPV1 agonist,-1,0,10,7,.,-11,-5,.
ASM inhibitor,2%,-5%,-2%,-6%,1%,0%,2%,-6%
MLL CXXC-DNA inh,.,10%,.,0%,.,7%,5%,.
MBNL1 CUG block,.,3%,.,-3%,.,-2%,12%,.
KCNH2 3.1 inh,-17,1,5,9,0,-10,-3,-11
a7 integrin act,-66%[inhibitor],11%,-19%,12%[7.66 µM],6%,-21%,-12%,-7%

# 3 compounds from above, limited to ASM inhibitor and MBNL1 CUG block.
nr	SMILES	ASM inhibitor	MBNL1 CUG block
12	Fc1ccc(-c2csc3ncnc(Nc4ccc(N5CCOCC5)cc4)c23)cc1	-6%	-3%
13	Cc1nnc(NC(=O)CCC(=O)N2CCN(S(=O)(=O)c3cc([N+](=O)[O-])ccc3C)CC2)s1	1%	.
14	CCOc1ccccc1OCCCC(=O)Nc1sccc1C(N)=O	0%	-2%

# Following part.
17	Cc1ccc(C(=O)NCCc2nnc3ccc(SCC(=O)NCc4ccc(F)cc4)nn23)cc1
18	COc1ccc(S(=O)(=O)N2CCCOC2CNC(=O)C(=O)NCCCN2CCOCC2)cc1C (stereo not given)
19	CN(C(=O)c1cccs1)c1ccccc1C(=O)O
20	COC(=O)c1c(C(=O)OC)c(C)n(Cc2ccco2)c1C
21	CC(C)c1ccccc1NC(=O)CNC(C)c1ccc(F)cc1 (stereo not given)
22	CCOC(=O)c1c(NC(=O)Cn2c(=O)oc3ccccc32)oc(C)c1C(C)=O
23	COc1cc(OC)cc(-c2oc3cccnc3c2C#CCCO)c1
24	CCCn1c(=O)c2sccc2n2c(CCCC(=O)NC3CCN(Cc4ccccc4)CC3)nnc12

Screen / compound no.,17,18,19,20,21,22,23,24
FBPA coupling cs,3,.,0,5,0,1,-2,.
AT treatment,19%,2%,1%,-6%,1%,8%,8%,5%
hERG WT inh,-1,-9,0,18,-23,2,9,-1
GALK inhibitor,-3%,6%,-5%,0%,-2%,-1%,.,1%
TRPV1 agonist,3,-4,2,0,8,-3,14,-2
ASM inhibitor,0%,-1%,12%,3%,-2%,1%,-5%,-7%
MLL CXXC-DNA inh,1%,14%,-5%,-3%,7%,1%,-17%,7%
MBNL1 CUG block,-12%,1%,-1%,9%,1%,-11%,17%,3%
KCNH2 3.1 inh,9,.,-5,8,2,5,19,-1
a7 integrin act,-36%,-13%,7%[7.66 µM],15%,-19%,13%,5%,0%

25	Cc1c(CC(C)C)nc(N)c(C#N)c1-c1ccccc1
26	O=c1cc(-c2cccc([N+](=O)[O-])c2)[nH][nH]1
27	Cc1ccc(Cl)cc1NC(=O)c1cnn2c1NC(c1ccco1)CC2C(F)(F)F (stereo not given)
28	COc1cc(/C=C2\SC(=S)N(C(C(=O)O)c3ccccc3)C2=O)cc(OC)c1OC (stereo not given)
29	Cc1ccc(C)c(NC(=O)C(Sc2nncn2C)c2ccccc2)c1 (stereo not given)
30	CCOC(=O)/C(C#N)=C/Nc1ccccc1OC(F)(F)F
31	COCCNC(=O)c1cccc(OC2CCN(Cc3ccccc3OC(F)F)CC2)c1
32	O=C(CCc1ccccc1)Nc1ccccc1C(=O)NCc1ccco1

Screen / compound no.,25,26,27,28,29,30,31,32
FBPA coupling cs,0,0,3,12,3,3,0,1
AT treatment,.,2%,.,36%,0%,-17%,5%,4%
hERG WT inh,-5,-1,3,-6,-3,-4,10,-3
GALK inhibitor,0%,0%,-1%,-4%,4%,7%,1%,3%
TRPV1 agonist,16,-7,0,-1,-1,9,6,6
ASM inhibitor,2%,1%,-4%,1%,6%,0%,3%,-1%
MLL CXXC-DNA inh,-16%,11%,2%,4%,-1%,-4%,1%,-10%
MBNL1 CUG block,8%,.,-10%,10%,11%,-9%,-28%,?
KCNH2 3.1 inh,-4,13,-1,-6,4,-12,-3,-3
a7 integrin act,-17%,29%,-24%[7.66 µM],2%,17%,20%,-12%,-5%

33	CCOc1ccccc1CN1CCN(Cc2nc3c(s2)CCCC3)CC1CCO (stereo not given)
34	CCOC(=O)C1CCCN(C2=NC(=O)/C(=C/c3ccc(OC)cc3OC)S2)C1 (stereo not given)
35	COC(=O)c1ccccc1OCCOCCOc1cccc2cccnc12
36	O=c1c2ccccc2nc2n1CC/C2=C\N1CCN(c2ccc([N+](=O)[O-])cc2)CC1
37	Clc1ccc(CN(Cc2ccccc2)C(c2cccs2)c2nnnn2C2CCCC2)cc1 (stereo not given)
38	COc1ccc(Cl)cc1NC(=O)Nc1ccc(C(=O)N2CCOCC2)cc1
39	Clc1ccc(CNc2cnccn2)cc1
40	O=C(CN1C(=O)C2C3CCC(C3)C2C1=O)NCc1ccco1 (stereo not given)
41	COC(=O)c1c(NC(=O)c2ccc(C)o2)sc2c1CCCCC2
42	O=C1Nc2ccccc2C12OCC(COc1ccc(Cl)cc1)O2 (stereo not given)

Screen / compound no.,33,34,35,36,37,38,39,40,41,42
FBPA coupling cs,2,1,-7,.,0,.,3,2,-7,0
AT treatment,-4%,-5%,.,.,.,4%,-1%,-5%,28%,9%
hERG WT inh,32,-1,2,19,-7,-9,-1,2,-11,-4
GALK inhibitor,1%,0%,1%,.,9%,3%,0%,7%,-1%,0%
TRPV1 agonist,3,5,-2,.,25,0,3,-1,6,-1
ASM inhibitor,0%,17%,3%,6%,-1%,-2%,6%,0%,60%[activator],-9%
MLL CXXC-DNA inh,5%,5%,9%,.,-8%,-5%,3%,-9%,0%,-1%
MBNL1 CUG block,8%,?,4%,.,-9%,5%,0%,4%,-5%,2%
KCNH2 3.1 inh,-14,16,9,-11,-23,6,-19,16,-3,-5
a7 integrin act,-15%,-39%,-37%,-24%,-28%,-13%,-4%,8%,4%,0%

# Compounds were not picked by outcome, and some 2% of all compounds hit somewhere here.
